Screens (PubChem)
Bim-Bcl-W: inhibitors of Bim-Bcl-W interaction, human. Q92843. bead-based flow cytometry, Bim peptide-Bcl-W binding. inhibition, % at 10 µM. 190,000 compounds, 0.02% hits;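 further: 0% = bound tracer without compound and 100% = peptide blocker; higher means less fluorescent Bim peptide bound to Bcl-W beads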
Target sequence (Q92843 whole entry, looked up): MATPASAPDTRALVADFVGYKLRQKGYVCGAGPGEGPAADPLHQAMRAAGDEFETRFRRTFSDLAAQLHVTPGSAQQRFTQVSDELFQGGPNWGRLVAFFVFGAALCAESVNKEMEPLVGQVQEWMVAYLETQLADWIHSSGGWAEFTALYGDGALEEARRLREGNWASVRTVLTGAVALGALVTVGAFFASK
RGS4-Gao reg: human RGS4-Galphao interaction regulation. P09471. Multiplexed bead flow cytometry, RGS4-Galphao binding; actives lie on both sides. binding response (% of control), % at 10 µM. 220,000 compounds, 0.33% hits. AID 1415; in the data active means binding response below about 49% or above about 150%; inactive means in between;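 further: fluorescent Galphao activated with aluminum fluoride binding bead-coupled RGS4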
Target sequence (P09471 whole entry, looked up): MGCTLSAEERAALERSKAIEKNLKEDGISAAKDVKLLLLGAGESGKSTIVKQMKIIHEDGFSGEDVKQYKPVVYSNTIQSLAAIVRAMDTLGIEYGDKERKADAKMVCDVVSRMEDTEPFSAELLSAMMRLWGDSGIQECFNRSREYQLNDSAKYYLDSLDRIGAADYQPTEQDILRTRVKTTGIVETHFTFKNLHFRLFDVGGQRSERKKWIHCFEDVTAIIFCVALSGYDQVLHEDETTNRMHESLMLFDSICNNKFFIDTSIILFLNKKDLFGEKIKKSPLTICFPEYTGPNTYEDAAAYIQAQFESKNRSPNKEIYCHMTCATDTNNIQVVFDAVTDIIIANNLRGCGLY
GSH bead fluor: compound fluoresces at 488/530 nm on GSH beads; GSH beads flow cytometry, compound fluorescence 488/530 nm; stronger effect = higher value; fluorescence (KMESF) at 10 µM; 190,000 compounds, 0.25% hits; in the data active means fluorescence above about 89;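 further: glutathione beads carrying GST-tagged Bcl family fusion proteins plus one bare bead set; values are compound well signal with DMSO vehicle wells as background; inactives centre near 16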
Bim-Bfl-1: human Bim-Bfl-1 interaction inhibition; Q16548; Bead-based flow cytometry, Bim-Bfl-1 binding inhibition; inhibition, % at 10 µM; 190,000 compounds, 0.12% hits; AID 1008;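 further: 0% = wells without compound plus tracer and 100% = blocker peptide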
ABCG2 inh: inhibitors of human ABCG2 transporter, ABCB1 counter-screen. Q9UNQ0. IgMXP3 cells, JC-1 efflux, flow cytometry. inhibition, % at 6.6 µM. 190,000 compounds, 0.1% hits. AID 1325;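 active means inhibition above 80%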;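 further: 0% = DMSO and 100% = nicardipine control wells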
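System: two drug-resistant human cell lines, ABCG2 and ABCB1; controls: nicardipine high and DMSO low controls; times: 10 min exposure at 25 °C with rotation, no wash; detection: flow cytometry of retained JC-1 fluorescence; read-out basis: percent efflux inhibition, scaled nicardipine 100% to DMSO 0%; doses: one concentration, 6.6 µM final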
RGS7-Gao reg: regulators of human RGS7-Galphao interaction | binding response (% of control), % at 10 µM | Multiplexed bead flow cytometry, RGS7-Galphao binding; actives lie on both sides | P09471 | 220,000 compounds, 0.35% hits | AID 1439; in the data active means binding response below about 49% or above about 150%; inconclusive means no clear call, values can overlap the other calls; inactive means in between;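 further: fluorescent Galphao held in activated GDP-AlF4 state binding bead-coupled RGS7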
Bim-Bcl-B: inhibitors of Bim-Bcl-B interaction, human; Q9HD36; bead-based flow cytometry, Bim peptide-Bcl-B binding; inhibition, % at 10 µM; 190,000 compounds, 0.073% hits;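 further: 0% = tracer peptide without compound and 100% = reference inhibitor peptide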
Target sequence (Q9HD36 whole entry, looked up): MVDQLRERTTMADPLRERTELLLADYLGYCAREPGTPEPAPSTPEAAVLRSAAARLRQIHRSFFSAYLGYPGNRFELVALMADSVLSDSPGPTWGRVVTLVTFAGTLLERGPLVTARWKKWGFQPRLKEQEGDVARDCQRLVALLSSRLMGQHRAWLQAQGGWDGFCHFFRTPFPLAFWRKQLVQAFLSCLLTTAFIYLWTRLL
Bim-Bcl-2: disrupts Bim peptide binding to human Bcl-2 | Bead-based flow cytometry, Bim peptide-Bcl-2 binding | inhibition, % at 10 µM | 190,000 compounds, 0.06% hits; in the data active means inhibition above about 40%; inconclusive means no clear call, values can overlap the other calls;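 further: 0% = no compound wells with probe peptide and 100% = reference peptide inhibitor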
Target sequence (P10415 whole entry, looked up): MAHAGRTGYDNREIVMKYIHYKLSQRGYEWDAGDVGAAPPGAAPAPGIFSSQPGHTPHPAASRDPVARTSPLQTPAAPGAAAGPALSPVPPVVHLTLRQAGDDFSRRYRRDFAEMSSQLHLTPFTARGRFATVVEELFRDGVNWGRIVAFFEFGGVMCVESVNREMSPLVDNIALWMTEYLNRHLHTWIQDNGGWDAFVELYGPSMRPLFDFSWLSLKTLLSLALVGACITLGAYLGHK
Bim-Bcl-XL: human Bim-Bcl-XL interaction inhibition; Q07817; Bim peptide-Bcl-XL binding, bead flow cytometry, fluorescence; inhibition, % at 10 µM; 190,000 compounds, 0.04% hits; AID 1007
Avidin fluor: compound fluoresces at 488/530 nm on avidin beads. compound fluorescence 488/530 nm, flow cytometry; stronger effect = higher value. fluorescence (KMESF) at 10 µM. 220,000 compounds, 0.38% hits; in the data active means fluorescence above about 47; further: inactives centre near 10
ABCB1 inh: human ABCB1 inhibition, ABCG2 as counter-screen; 190,000 compounds, 0.067% hits; CCRF-Adr cells, JC-1 efflux, flow cytometry; P08183; inhibition, % at 6.6 µM; in the data active means inhibition above about 40%;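 further: 0% = vehicle and 100% = reference inhibitor; higher value means more JC-1 retained so stronger ABCB1 efflux block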
* marks the source's active call; other numbers are inactive results; u = inconclusive. Unless noted, no stated cut-off is given here; in the data, active means inhibition above about 40%.

Sample of the layout:
SMILES	Bim-Bcl-W	RGS4-Gao reg	GSH bead fluor	Bim-Bfl-1	ABCG2 inh	RGS7-Gao reg	Bim-Bcl-B	Bim-Bcl-2	Bim-Bcl-XL	Avidin fluor	ABCB1 inh
Cc1[nH]oc(=O)c1N=Nc1ccccc1	-2.0	99.0	6	-1.0	1.9	100.1	-2.0	-3.0	-2.0	0	0.2
COC(=O)C1CCN(C(=O)COc2ccc(Cl)cc2)CC1	0.0	100.0	24	0.0	2.8	104.2	2.0	0.0	0.0	10	0.4
O=C(N1CCCCCC1)N1CCN(C(=O)N2CCOCC2)CC1	-3.0	98.3	24	0.0	2.8	97.6	0.0	0.0	-8.0	8	0.6

The list itself, from the start:
SMILES	Bim-Bcl-W	RGS4-Gao reg	GSH bead fluor	Bim-Bfl-1	ABCG2 inh	RGS7-Gao reg	Bim-Bcl-B	Bim-Bcl-2	Bim-Bcl-XL	Avidin fluor	ABCB1 inh
Cc1[nH]oc(=O)c1N=Nc1ccccc1	-2.0	99.0	6	-1.0	1.9	100.1	-2.0	-3.0	-2.0	0	0.2
COC(=O)C1CCN(C(=O)COc2ccc(Cl)cc2)CC1	0.0	100.0	24	0.0	2.8	104.2	2.0	0.0	0.0	10	0.4
O=C(N1CCCCCC1)N1CCN(C(=O)N2CCOCC2)CC1	-3.0	98.3	24	0.0	2.8	97.6	0.0	0.0	-8.0	8	0.6
CC1CN(C(=O)C(C)N2CCN(c3ccccc3Cl)CC2)CC(C)O1 (stereo unspecified)	2.0	100.9	73	-2.0	5.8	99.4	0.0	-1.0	0.0	17	0.3
O=c1[nH][nH]c(-c2ccccc2)c1C=Nc1ccccc1Cl	0.0	104.5	18	-1.0	-0.6	98.7	0.0	1.0	-2.0	24	0.0
CCCCCC(=O)Nc1ccc(N2CCN(CC)CC2)c(Cl)c1	0.0	100.4	29	-1.0	2.2	99.3	-1.0	-3.0	1.0	10	0.7
CC(C)CCN1CCN(C/C=C/c2ccco2)CC1CCO (stereo unspecified)	-8.0	107.5	15	2.0	1.0	102.7	-1.0	-4.0	-1.0	7	0.2
Cc1ccc(SCCOCCN2CCc3ccccc3C2)cc1	-3.0	100.2	5	-1.0	0.7	102.7	-6.0	-7.0	-6.0	3	0.4
CCC(C)(C)NC(=O)C(c1cccn1C)N(C(=O)Cn1nnc2ccccc21)c1ccc(OC)cc1 (stereo unspecified)	2.0	95.8	13	0.0	3.6	98.0	0.0	0.0	0.0	38	3.5
COc1ccc(/C=C/C=N/NC(=O)COc2ccc(OC)cc2)cc1	-3.0	99.6	10	-2.0	23.8	96.0	-6.0	0.0	-3.0	5	1.0
O=Cc1ccc(OCc2cccc(C(F)(F)F)c2)cc1O	-2.0	97.2	17	-3.0	0.9	98.7	-5.0	1.0	-4.0	9	0.0
COc1ccc(Nc2nc(Cl)nc(NCc3ccco3)n2)c(OC)c1	4.0	100.3	27	20.0	39.7	96.8	11.0	11.0	13.0	11	1.0
COc1ccc(CCn2c(Br)nc3c2c(=O)[nH]c(=O)n3C)cc1	3.0	94.6	23	1.0	0.6	93.3	1.0	-2.0	0.0	3	0.1
CC(=O)Nc1ccc(S(=O)(=O)Nc2nnc(CC(C)(C)C)s2)cc1	-8.0	103.3	12	4.0	0.7	109.0	-43.0	-2.0	-9.0	22	0.2
Nc1ccc2[nH]ncc2c1	6.0	94.3	16	6.0	1.4	93.5	3.0	5.0	9.0	10	0.5
CN1Cc2cc(C(=O)c3ccccc3O)cnc2NC1=O	0.0	103.4	15	-6.0	6.5	101.8	-5.0	-2.0	-3.0	7	0.5
N#Cc1c(Nc2ccccc2)c(/C=N/NCCO)c[nH]c1=O	-3.0	102.5	14	-2.0	1.2	105.9	-5.0	0.0	-3.0	8	2.9
Cc1ccc(-n2c(=S)[nH]c3sc4c(c3c2=O)CCc2ccccc2-4)cc1	-12.0	97.3	11	-2.0	-7.3	96.0	-29.0	-7.0	-24.0	20	-1.3
COC(=O)c1ccc(/C=N/NC(=O)CCSc2nc3ccccc3s2)cc1	-7.0	103.0	11	-1.0	6.6	103.2	-29.0	-22.0	-12.0	3	0.4
Cc1ccc(S(=O)(=O)N2CCN(S(=O)(=O)N3CCCCCC3)CC2)cc1	4.0	100.1	9	3.0	1.4	94.7	0.0	-3.0	2.0	3	1.2
Cc1ccc(Cn2c(NC(=O)c3ccco3)nc3ccccc32)cc1	1.0	99.4	16	0.0	-0.3	100.4	0.0	-3.0	0.0	6	0.0
CC1N(C)c2cc(NC(=O)c3cccs3)c(P(=O)(Nc3ccc([N+](=O)[O-])cc3)N3CCOCC3)cc2C1(C)C (stereo unspecified)	0.0	97.9	26	-4.0	2.8	94.2	-5.0	-4.0	-2.0	10	3.5
COc1ccc(-c2cc(C(=O)N3CCN(c4ccccc4)CC3)no2)cc1OC	1.0	102.3	11	-10.0	8.8	98.7	-9.0	-13.0	-4.0	8	1.4
Cc1ccc(-c2nnn(CC(=O)N(c3ccccc3)C(C(=O)NC(C)(C)C)c3cccs3)n2)o1 (stereo unspecified)	-4.0	102.2	25	-3.0	0.6	96.9	-3.0	-5.0	-9.0	20	0.3
O=C(CNc1ccccc1)NN=C1CCCC1	0.0	105.2	11	-7.0	-0.9	98.9	-4.0	-2.0	0.0	21	-0.1
(further entries)
SMILES	Bim-Bcl-W	RGS4-Gao reg	GSH bead fluor	Bim-Bfl-1	ABCG2 inh	RGS7-Gao reg	Bim-Bcl-B	Bim-Bcl-2	Bim-Bcl-XL	Avidin fluor	ABCB1 inh
Cc1ccc(C(=O)O/N=C(\N)c2ccc(Br)cc2)cc1C	2.0	104.9	45	-7.0	12.8	104.9	-7.0	-6.0	-6.0	13	-0.5
CCc1ccc(-c2cn3c(n2)SCC3)cc1	-3.0	108.1	11	-1.0	-0.4	103.7	0.0	0.0	-2.0	14	0.0
COc1ccc(CC(NC(C)=O)C(=O)NC2CCN(c3nnnn3-c3ccccc3)CC2)cc1OC (stereo unspecified)	-2.0	101.1	16	-5.0	-1.0	100.0	-6.0	-3.0	-4.0	14	-0.4
COc1ccc(/C(O)=C2/C(=O)C(=O)N(Cc3ccco3)C2c2cccs2)cc1 (stereo unspecified)	-2.0	102.5	17	-4.0	21.1	106.9	-2.0	-4.0	-4.0	23	3.6
Cc1ccc(C2C3=C(CCCC3=O)Nc3[nH]c(=S)[nH]c(=O)c32)cc1 (stereo unspecified)	-3.0	102.7	15	19.0	0.1	102.3	-17.0	1.0	-5.0	21	0.2
CN(Cc1ccccc1)C(=O)CNC(=O)Cn1cnc2ccccc2c1=O	0.0	103.6	30	-16.0	3.7	101.8	-9.0	-7.0	-7.0	13	-0.9
O=C1C(C=NCc2ccco2)=C(O)c2ccccc21	0.0	90.5	9	5.0	2.9	92.9	-1.0	-1.0	-1.0	8	0.5
Nn1c(Nc2ccccc2)nc2sc3c(c2c1=O)CCCC3	2.0	100.1	26	5.0	2.8	103.7	4.0	4.0	0.0	7	0.4
Cc1ccc(NC(=O)Cc2cn(C)c3ccccc23)cc1F	2.0	105.9	10	-10.0	10.9	105.7	-6.0	-2.0	-1.0	23	1.2
COc1cc(NC(=S)NCCCN2CCOCC2)c(OC)cc1Cl	-1.0	111.0	14	-2.0	4.8	114.0	-3.0	1.0	-1.0	12	0.3
O=C(O)CC(C(=O)OCC1CCCO1)N1CCOCC1 (stereo unspecified)	-8.0	98.0	26	-24.0	3.6	99.5	-15.0	-15.0	-13.0	10	0.3
CC(C)(C)NC(=O)CSc1nc(N)cc(=O)[nH]1	1.0	90.7	11	-3.0	0.8	u	-2.0	0.0	0.0	8	0.4
O=C1NCCCC1C(=O)N/N=C/c1cccc(O)c1 (stereo unspecified)	-3.0	103.7	9	-20.0	6.2	103.0	-5.0	-10.0	-4.0	15	1.1
COc1cc(C2c3c(oc4ccccc4c3=O)C(=O)N2Cc2cccnc2)cc(OC)c1OC (stereo unspecified)	0.0	99.6	33	-16.0	1.3	107.0	-10.0	-13.0	-6.0	16	1.1
Cn1c(SCC(=O)NC2CCCC2)nc2cccnc21	1.0	92.8	23	-3.0	5.0	95.3	-1.0	1.0	0.0	12	0.3
Cc1ccc2[nH]c3c(=O)n4c(nc3c2c1)SCC4	0.0	98.8	16	0.0	1.0	100.5	-1.0	-6.0	-1.0	9	-0.2
N#CC1=C2N=C(N)c3c(sc4c3CCCCC4)N2C2=C(C(=O)CCC2)C1c1ccccc1 (stereo unspecified)	1.0	105.1	63	-11.0	8.5	102.0	-5.0	-5.0	-8.0	8	1.9
Cc1nn(C)c(Cl)c1S(=O)(=O)N[C@@H](c1ccccc1)[C@]1(C)C[C@H]1[C@@H](C)C(=O)Nc1ccc2ccccc2c1	0.0	98.4	17	0.0	11.2	100.4	-3.0	0.0	-4.0	10	4.5
O=C(c1ccc(Cl)c([N+](=O)[O-])c1)N1CCN(Cc2ccc3c(c2)OCO3)CC1	-1.0	91.9	18	-2.0	2.9	89.7	-3.0	-2.0	-5.0	9	0.5
Cc1cccc2cc(CN(Cc3ccc(F)cc3)C(=O)N3CCOCC3)c(=O)[nH]c12	-2.0	96.7	15	-4.0	3.2	96.4	-5.0	7.0	-8.0	14	2.7
CC1CCCCC1NC(=O)CSc1nnc(CN2CCOCC2)n1C (stereo unspecified)	-1.0	98.8	17	-1.0	4.4	98.3	-2.0	1.0	0.0	10	1.5
CC(C)OP(=O)(OC(C)C)C(NC(=O)c1ccc(Br)cc1)c1ccccc1 (stereo unspecified)	0.0	108.4	14	0.0	1.3	108.1	2.0	3.0	1.0	44	1.0
Cc1ccc(OCC(=O)NC(C)c2ccccc2)c([N+](=O)[O-])n1 (stereo unspecified)	2.0	102.1	14	-3.0	14.9	u	-1.0	-3.0	-1.0	16	1.7
O=C(NCc1ccncc1)C(F)(F)C(F)(F)C(=O)NCc1ccncc1	0.0	102.4	28	-3.0	0.1	104.9	0.0	1.0	0.0	12	-0.1
Cc1c(/C=C/C(=O)c2ccc(O)cc2)cnn1C	-11.0	103.7	17	-10.0	1.6	101.5	-15.0	-5.0	-11.0	12	0.0
Clc1ccccc1CSC1=NCCN1	-1.0	105.7	21	-4.0	0.8	106.2	-2.0	0.0	-1.0	10	0.1
CCc1cccc(CC)c1NC(=O)c1cccc(N)c1	-4.0	97.8	31	-9.0	-2.4	102.3	-9.0	-7.0	4.0	5	-1.9
C=CCc1cccc(/C=N/c2ncccc2O)c1O	0.0	96.7	11	0.0	2.6	92.4	-3.0	0.0	-1.0	8	0.5

Reformatted: results already given
Second line of a record – Bim-Bcl-W | RGS4-Gao reg | GSH bead fluor | Bim-Bfl-1 | ABCG2 inh | RGS7-Gao reg | Bim-Bcl-B | Bim-Bcl-2 | Bim-Bcl-XL | Avidin fluor | ABCB1 inh
> O=Cc1ccc(OCc2cccc(C(F)(F)F)c2)cc1O
    -2.0 | 97.2 | 17 | -3.0 | 0.9 | 98.7 | -5.0 | 1.0 | -4.0 | 9 | 0.0
> Cc1[nH]oc(=O)c1N=Nc1ccccc1
    -2.0 | 99.0 | 6 | -1.0 | 1.9 | 100.1 | -2.0 | -3.0 | -2.0 | 0 | 0.2
> Cc1ccc(NC(=O)Cc2cn(C)c3ccccc23)cc1F
    2.0 | 105.9 | 10 | -10.0 | 10.9 | 105.7 | -6.0 | -2.0 | -1.0 | 23 | 1.2

Compounds were not picked by outcome. About 1.3% of those tested had a hit in this group.
